# High-throughput results as filed in PubChem.
# MC4R antagonist: antagonists of human melanocortin 4 receptor (MC4R) | inhibition, % at 6.5 µM | MC4R-expressing cells, MTII-stimulated cAMP, LANCE TR-FRET | P32245 | AID 540295 | 360,000 compounds, 0.48% hits;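 active = inhibition above its plate's cutoff, the mean of tested wells on that plate plus 3 SD, cut at about 29% in these data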;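 note: 0% = Melanotan II alone and 100% = Melanotan II plus saturating MCL0020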
#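 material = U2OS cells stably expressing human melanocortin 4 receptor (MC4R) | also added = Melanotan II challenge | dosing = single nominal compound dose of 6.5 µM | detection = TR-FRET with Eu-cAMP and labeled anti-cAMP, 671 nm | replication = singlicate | timing = compound 30 min, challenge 1 h, detection 1 h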
# H9c2 protect: modulators protecting cardiomyocytes from myocardial damage; H9c2 cardiomyocytes, H2O2 injury protection, ATPLite, 2 h; protection from H2O2 cell death, % at 20 µM; 360,000 compounds, 0.63% hits; AID 588492;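 active = compounds giving at least 50% protection of heart cells from peroxide-induced death in the single-dose screen, raw or plate-pattern-corrected value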;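 note: 0% = DMSO wells with peroxide and 100% = DMSO wells without peroxide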
# ABHD5 PLIN5 PPI: inhibitors of human ABHD5-perilipin-5 interaction. Q00G26+Q8WTS1. Split G. princeps luciferase complementation, luminescence, 4 h. inhibition, % at 4 µM. 360,000 compounds, 0.78% hits;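 active = inhibition above the mean inhibition across every tested compound plus 3 SD, cut at about 22% in these data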;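 note: 0% = DMSO only wells and the 100% control is not disclosed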
# N-glyco inh: blocks N-linked glycosylation in D54 reporter cells; D54 ERlucT glycosylation luciferase reporter, 24 h; percent of 100 nM tunicamycin response; reporter increase, % at 12.5 µM; 360,000 compounds, 0.23% hits; AID 588692;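 active = mean luciferase reporter signal, scaled so untreated is 0 and the glycosylation-blocking control 100, at or above a set limit in every replicate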;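 note: luciferase carries N-glycosylation sites so blocking glycosylation raises the light; 0% = median of neutral control wells and 100% = median of 100 nM tunicamycin wells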
# NCOA2 inhibitor: human SRC2 (NCOA2) inhibition | Q15596 | HEK293 GAL4-SRC2 luciferase reporter, luminescence | inhibition, % at 9 µM | 370,000 compounds, 0.17% hits;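 active = inhibition above the mean inhibition of all tested compounds plus 3 SD, set per campaign, cut at about 52% in these data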;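 note: 0% = DMSO treated cells and 100% = cells given Gossypol at 36 µM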
# ABCB6 inh MLPCN: human ABCB6 transporter inhibition; Q9NP58; K562-ABCB6 porphyrin accumulation, flow cytometry, 1 h; hits give low values; fluorescence ratio to DMSO, % at 10 µM; 360,000 compounds, 0.19% hits;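 active = fluorescence ratio to DMSO below 75%, the collection mean minus 3 SD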;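 note: signal is porphyrin accumulated inside mitochondria; 100% equals median channel fluorescence of DMSO control wells; lower ratio means ABCB6 inhibition with less porphyrin fluorescence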
# m5-HT2A agonist: activates the mouse 5-HT2A serotonin receptor; P35363; CHO-K1 mHTR2A beta-arrestin complementation, luminescence; percent of 30 µM serotonin response; activation, % at 7.6 µM; 360,000 compounds, 0.66% hits;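 active = activation above a run cutoff, the mean activation of all tested compounds plus 3 SD, cut at about 14% in these data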;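 note: 0% = plate median of compound wells and 100% = 30 µM serotonin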
# MC4R barr agon: human MC4R agonism via beta-arrestin; P32245; U2OS MC4R beta-arrestin complementation, luminescence; percent of melanotan II response, DMSO zero; activation, % at 8.9 µM; 360,000 compounds, 0.98% hits; AID 540308;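 active = activation above a per-plate cutoff, the mean activation of sample wells on that plate plus 3 SD, cut at about 8% in these data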
# NOD2-RIPK2 inh: blocks binding of human NOD2 to RIPK2; O43353; CHO BLA complementation NOD2-RIPK2, CCF4 ratio; inhibition, % at 4.98 µM; 360,000 compounds, 0.38% hits; AID 624267; in the data active = inhibition above about 21%;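 note: 0% = vehicle only and 100% = reference blocker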
# TLR9-MyD88 block: inhibitors of human TLR9-MyD88 binding | Q9NR96+Q99836 | CHO BLA complementation TLR9-MyD88, CCF4 FRET ratio | inhibition, % at 4.98 µM | 340,000 compounds, 0.21% hits | AID 504734;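 active = inhibition above the mean over all tested compounds plus 3 SD, cut at about 21% in these data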;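 note: 0% = DMSO only wells and 100% = clavulanate BLA inhibitor control wells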
# Active calls of the source: *; · = not tested or not shown. Not all compounds are listed; the hit share may differ from the screen's.
SMILES,MC4R antagonist,H9c2 protect,ABHD5 PLIN5 PPI,N-glyco inh,NCOA2 inhibitor,ABCB6 inh MLPCN,m5-HT2A agonist,MC4R barr agon,NOD2-RIPK2 inh,TLR9-MyD88 block
O=C(NCCCl)NNC(=O)c1cc2ccccc2cc1O,15.8,1.2,-2.4,0.8,5.7,102.0,-1.6,-1.6,-10.9,0.3
CC1(C(=O)N/N=C/c2c(F)c(F)c(F)c(F)c2F)CC1(Cl)Cl (configuration not stated),32.2*,-5.4,-2.4,0.2,-77.1,95.0,2.0,-3.4,10.9,12.4
Cc1nc(SCC(=O)NC(C)(C#N)C2CC2)c2c(-c3cccs3)csc2n1 (configuration not stated),13.1,-7.0,3.0,-3.9,-16.5,94.0,2.6,-0.9,4.6,0.1
N#CC[C@H](Cc1ccccc1)N1CC[C@@H](NC(=O)OCc2ccccc2)CCC1=O,10.5,1.2,0.8,-2.9,13.3,94.0,-5.6,-0.1,-6.4,7.9
CCOc1ccc(CCNC(=O)c2nnn(CC(=O)Nc3ccc(C)cc3)c2N)cc1OCC,7.4,0.0,1.4,0.2,·,93.0,2.4,1.4,4.5,-6.7
COc1ccc(CCNC(=O)CC(=O)NCCc2ccc(OC)cc2)cc1,-1.2,0.1,-8.6,0.1,7.7,99.0,5.9,-2.1,-0.4,-4.0
O=C(Nc1cccc(C(=O)O)c1)Nc1ccc2c(c1)OCO2,-1.9,-7.2,1.2,-5.8,-87.0,90.0,11.7,-2.4,-7.6,0.6
COc1cc(OC)cc(C(=O)NNC(=O)CCNS(=O)(=O)c2ccc(Br)cc2)c1,-0.8,1.4,8.3,-0.5,-8.5,107.0,-1.2,1.5,0.9,5.3
CC(=O)Nc1cccc(C(=O)OC(C)C(=O)N2CCc3ccccc32)c1 (configuration not stated),2.1,-2.8,-4.0,-0.4,-13.8,98.0,2.2,1.1,-5.7,2.3
COc1ccc([C@H]2CC(=O)C=C(c3ccc4ccn(C)c4c3)C2)cc1,-2.2,-5.4,9.5,17.1,-15.8,96.0,3.8,-0.5,-1.1,1.5

# Overlap with the part before: two entries; new compounds follow.
SMILES,MC4R antagonist,H9c2 protect,ABHD5 PLIN5 PPI,N-glyco inh,NCOA2 inhibitor,ABCB6 inh MLPCN,m5-HT2A agonist,MC4R barr agon,NOD2-RIPK2 inh,TLR9-MyD88 block
CC(=O)Nc1cccc(C(=O)OC(C)C(=O)N2CCc3ccccc32)c1 (configuration not stated),2.1,-2.8,-4.0,-0.4,-13.8,98.0,2.2,1.1,-5.7,2.3
COc1ccc([C@H]2CC(=O)C=C(c3ccc4ccn(C)c4c3)C2)cc1,-2.2,-5.4,9.5,17.1,-15.8,96.0,3.8,-0.5,-1.1,1.5
CC(C)(C)c1ccc(OCCCNCc2ccccc2)cc1,1.9,-15.5,2.9,0.2,22.2,100.0,0.8,3.0,4.5,1.5
CC1(C)CC(=O)C/C(=N/NC(=O)CCCOc2ccc(Cl)cc2Cl)C1,-3.6,6.6,-0.7,-0.3,3.2,89.0,-2.4,-0.5,3.1,7.1
Cc1c(C(=O)NCc2cccs2)sc(=O)n1Cc1ccc(S(=O)(=O)N(C)C)cc1,11.8,4.2,3.1,-1.8,-13.7,100.0,-3.5,0.4,8.6,·
CC(=O)c1ccc(OCCCC(=O)Nc2ccc(S(=O)(=O)N3CCOCC3)cc2)cc1,16.0,-2.1,-5.4,0.0,0.4,96.0,2.7,-3.9,-0.8,-4.8
O=c1[nH]c(SCc2n[nH]c(=S)n2-c2ccccc2)nc2ccccc12,-1.3,22.5,-5.8,0.8,-35.1,89.0,1.4,0.8,-3.6,1.6
CN(C)CCN(C(=O)CCS(=O)(=O)c1ccccc1)c1nc2c(F)cccc2s1,-4.2,1.6,0.2,0.3,-34.9,105.0,0.4,-0.7,6.2,-1.7
O=C(NCc1ccccc1)c1cc(C2COCCN2C(=O)c2ccc(Cl)cc2)on1 (configuration not stated),11.5,-6.8,-7.6,0.0,11.5,89.0,-0.5,1.1,-14.0,·
COc1ccccc1Oc1ccc2c(c1)C(=O)N(CC(=O)O)C2=O,2.7,2.3,0.5,1.9,·,99.0,-0.7,-1.9,-3.7,-1.6
COc1cc(Nc2nc3ccccc3nc2NS(=O)(=O)c2ccc([N+](=O)[O-])cc2)cc(OC)c1OC,-1.7,0.4,13.5,-16.8,19.9,92.0,7.7,-1.8,2.8,-4.1
O=C(NCc1ccc2c(c1)OCO2)c1cc(-c2ccccc2)on1,-0.7,-9.0,4.7,1.5,-6.3,102.0,4.6,8.0,-9.6,-13.1
COc1cc(OC)cc(C(=O)N2CCN(C(=O)Cc3ccccc3)CC2)c1,4.4,3.2,-0.7,-0.6,12.0,101.0,-4.6,-1.1,-9.3,-8.3
CN(c1cccc(NC(=O)c2ccc(Cl)c(S(=O)(=O)N3CCOCC3)c2)c1)S(C)(=O)=O,4.2,2.7,0.3,-1.0,6.3,94.0,0.1,-2.2,2.9,-5.4
O=C(NCc1ccccc1)C(=O)Nc1nc(C23CC4CC(CC(C4)C2)C3)cs1,5.6,-1.5,10.6,-1.1,5.8,97.0,-0.1,0.4,-8.3,-8.0
COc1ccc(OC)c(C(=O)N(C)C2CCCN(Cc3ccccc3F)C2)c1 (configuration not stated),10.6,3.6,-10.0,-3.3,6.6,94.0,1.6,-0.7,3.0,-1.2
O=S(=O)(Nc1cccc2[nH]ncc12)c1cccs1,6.7,3.4,7.2,0.8,3.6,94.0,-3.0,-1.0,-2.1,3.5
CS(=O)(=O)Nc1ccc(C(=O)NCC2CCCO2)cc1 (configuration not stated),10.6,8.5,-0.8,-0.6,-16.5,90.0,3.7,-0.2,-1.9,-1.9
Cc1ccccc1-c1nc(-c2ccc(NC(=O)c3ccc4c(c3)OCO4)cc2)no1,15.3,-7.1,1.1,1.3,0.5,93.0,0.0,23.3*,2.2,-3.2
CCOc1ccccc1N1C(=O)c2ccc(C(=O)Nc3cccnc3)cc2C1=O,7.9,1.0,2.8,3.0,0.7,99.0,-3.6,0.1,-4.8,-6.1
Cc1nn(-c2ccccc2)c(C)c1NC(=O)COc1ccc(Br)cc1Cl,17.4,-11.2,-0.7,-0.4,11.3,96.0,-1.1,-0.3,-4.4,-6.7
CC1CN(S(=O)(=O)c2ccc(C(=O)Nc3nccs3)cc2)CC(C)O1 (configuration not stated),-1.0,-3.1,13.8,-0.1,-0.2,95.0,-0.3,3.2,0.7,5.3
CCOc1cc(C(=O)Nc2cc(F)ccc2C)ccc1OCC(=O)N1CCOCC1,10.8,1.7,5.1,0.4,16.6,104.0,9.7,-0.5,-5.1,6.4
CC1CCc2nc3ccc(S(=O)(=O)N4CCC(C(=O)NCc5ccccc5Cl)CC4)cc3c(C(=O)O)c2C1 (configuration not stated),1.4,4.9,6.2,2.4,-24.5,97.0,-0.5,-2.9,-2.0,4.5
CC(=O)Nc1ccc(Nc2ccc([N+](=O)[O-])cn2)cc1,4.7,-2.1,-5.3,0.8,-0.4,99.0,-4.9,-2.4,11.9,-6.9
CCOc1cccc(SCc2noc(C(=O)NCC3CCCO3)c2C(=O)O)c1 (configuration not stated),0.0,-1.4,6.3,1.6,-0.7,89.0,-8.0,-0.1,-4.1,-8.0
O=C(NNC1CC(=O)N(c2ccc(Cl)cc2)C1=O)c1ccco1 (configuration not stated),1.9,3.9,4.3,1.4,2.6,103.0,2.3,-2.8,-3.9,3.3
O=C(CSc1nc2c(cnn2-c2ccccc2)c(=O)[nH]1)N1N=C(c2cccs2)CC1c1ccc(F)cc1 (configuration not stated),-3.8,24.5,3.0,3.3,-4.0,103.0,8.6,1.2,1.2,-1.3
CN(Cc1c(C(=O)N/N=C/c2ccc(F)cc2)nnn1-c1nonc1N)C1CCCCC1,-1.4,7.5,10.4,2.7,-24.7,89.0,10.0,0.0,-3.8,6.2
CCN(Cc1ccccc1)c1ccc(/C=N/NS(=O)(=O)c2cccc([N+](=O)[O-])c2)cc1,0.0,-8.1,5.2,-0.2,5.0,106.0,-5.8,0.3,-7.8,7.2
CCn1ccc(=O)c2cc3c(cc21)OCO3,-4.0,10.3,-8.5,1.8,-11.7,96.0,-1.2,-1.7,-15.6,-1.5
COC(=O)CN(C)C(=O)CC1C(=O)NCCN1CC(C)(C)C (configuration not stated),6.2,-5.2,2.4,-0.8,-11.7,108.0,7.0,4.2,-4.1,4.6
COc1ccc(N(CC(=O)NCCc2ccc(OC)c(OC)c2)S(=O)(=O)c2c(C)noc2C)cc1,8.5,4.4,1.7,-2.8,2.2,97.0,-2.4,-1.0,0.1,-0.3
c1ccc(-c2ccnc3nc(N4CCN(c5ccccc5)CC4)nn23)cc1,5.5,25.8,1.5,6.4,9.7,97.0,-4.5,-1.2,12.7,-5.5
Cc1ccc(-n2ncc3c(SCc4cccc(C)c4)ncnc32)cc1,3.9,-12.2,2.6,0.4,-24.2,102.0,1.0,-1.6,-3.8,2.5
O=C(O)c1cccc(OCc2ccccc2Cl)c1,13.7,1.3,4.8,-3.3,-23.8,103.0,-1.1,-2.8,0.1,5.9
CCCCN(C(=O)CCC(=O)Nc1cc(C)on1)C(C(=O)NC(C)(C)C)c1ccccc1Cl (configuration not stated),13.4,-1.3,1.4,-0.4,7.6,90.0,-0.8,-0.4,-7.2,3.8
Cc1cc(C)c(OCC(=O)N(Cc2cccs2)C2CCS(=O)(=O)C2)c(C)c1 (configuration not stated),-3.4,-13.5,0.3,0.5,0.5,90.0,3.4,-0.7,-7.7,-3.9
COc1cc2c3c(c1OC)C1(C=CC(=O)C=C1)CC3N(C(=O)c1ccccc1)CC2 (configuration not stated),1.2,17.7,-0.5,0.1,3.0,105.0,-0.8,-2.4,0.8,3.5
CC(=O)NC1C(=O)N=C(SCC(=O)Nc2cccc(Cl)c2)NC1=O (configuration not stated),9.4,-8.1,-7.3,2.5,-18.7,100.0,-2.1,0.7,-3.9,0.6
CC1(C2(O)CCCCC2)NCCc2ccccc21 (configuration not stated),-3.5,-1.7,2.0,-2.7,0.8,100.0,1.6,-1.1,-10.9,6.4
COc1cc(O)c2c(=O)c3c(OC)c(O)ccc3oc2c1,3.3,4.0,4.3,12.9,-60.7,95.0,-4.0,-0.2,-10.5,-6.0
CCCCn1c(N)c(N(CCOC)C(=O)COC(=O)COc2cc(C)c(Cl)cc2C(C)C)c(=O)[nH]c1=O,4.4,-5.9,0.3,3.1,-11.5,94.0,0.8,-2.2,-6.9,-1.3
Cc1nnc(SCC(=O)Nc2nccs2)o1,4.4,3.6,-6.2,2.4,-14.1,94.0,-1.0,-2.3,-8.5,-0.7
Cc1cc(C(=O)Cn2nc(C(=O)O)c3ccccc3c2=O)c(C)n1CC(F)(F)F,7.2,2.7,1.5,-1.8,-99.9,103.0,-2.2,1.0,10.3,0.6
COc1ccc(-c2c(Sc3ccccc3)c3cc(-c4ccc(OC)c(F)c4)ccc3n2C)cc1,·,·,2.1,·,-6.1,92.0,-0.1,·,-7.7,·
